Screening results: PubChem BioAssay, National Center for Advancing Translational Sciences (NCATS)
CCT modulator = cytosolic chaperonin activity modulation | purified chaperonin ATPase assay, HTRF ADP detection, 30 min | activity change, % (concentration not given with the values), hits read low | 0.3% of 360,000 active | AID 651819; in the data active means activity change below about -30%; further: on the % scale 0 is the no-effect control and ±100 the full control effect
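TRiC at 40 or 20 nM final (batch-dependent) in 30 mM Tris pH 7.4, 100 mM KCl, 5 mM MgCl2, 1 mM DTT, with compound at single 76 uM and 10 uM ATP, 30 min at 37 deg C. ADP detected by HTRF Transcreener, 665/615 ratio.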
Mm-Cpn inhibitor = M. maripaludis TRiC chaperonin inhibition; purified Mm-Cpn ATPase, ADP Transcreener TR-FRET; 0.031% of 330,000 active; Potency, µM (top dose mostly 76.9 µM), without a hit: at the highest dose activity, negative = inhibition, most hits filed as inhibitors; further: potency means the concentration at half of the fitted maximal effect; on the % scale 0 is the no-effect control and ±100 the full control effect; nearly all actives have a fitted effect of over 80% in size
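Measured: ADP formation by purified Mm-CPN. Conditions: 25 nM protein, 10 uM ATP, Tris pH 7.4 with Mg2+, K+ and DTT, 37°C for 30 min. Detection: Transcreener HTRF after 30 min at room temperature.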
EPAC2 agonist = agonists of human EPAC2 (RAPGEF4); EPAC2 activation, biochemical qHTS; response scale: 100% = 6.5 mM cAMP response; 0.079% of 360,000 active; Potency, µM (highest dose often 154 µM), for the others: at the top dose activation, usual class: activators; AID 720711; Q8WZA2; further: potency means the concentration at half of the fitted maximal effect; nearly all actives have a fitted effect of over 50% in size
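Readout is BODIPY fluorescence (480 nm excitation, 540 nm emission), which falls as labeled GDP is exchanged off Rap1B. EPAC2 at 100 nM acted on 250 nM RAP1B-BODIPY-GDP with 50 uM GDP present.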
D3 ag = D3 dopamine receptor (human) agonism. D3R DiscoveRx beta-arrestin cells, luminescence, 90 min. max activation, %. 0.58% of 410,000 active. AID 652048; in the data active means max activation above about 30%; further: 0% is about no effect; mostly tested at two doses, the higher about 12 µM
Target sequence (P35462 whole entry, looked up): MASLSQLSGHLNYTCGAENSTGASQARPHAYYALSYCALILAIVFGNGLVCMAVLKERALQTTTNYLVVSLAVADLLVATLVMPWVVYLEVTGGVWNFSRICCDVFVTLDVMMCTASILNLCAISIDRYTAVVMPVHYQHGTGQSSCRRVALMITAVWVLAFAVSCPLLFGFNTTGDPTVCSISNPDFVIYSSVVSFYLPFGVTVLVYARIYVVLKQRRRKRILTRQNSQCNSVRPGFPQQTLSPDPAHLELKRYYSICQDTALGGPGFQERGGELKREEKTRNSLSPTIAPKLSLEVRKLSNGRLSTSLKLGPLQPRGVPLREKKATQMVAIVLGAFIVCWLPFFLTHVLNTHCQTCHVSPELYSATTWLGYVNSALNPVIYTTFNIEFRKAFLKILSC
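Agonist mode: compounds and dopamine controls were applied to plated cells for 90 min at 37 degrees C after an overnight attachment at 1500 cells/well. Luminescent read-out followed 30 - 60 minutes at room temperature with DiscoveRx detection reagent.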
Akt phos inh = inhibitors of Akt phosphorylation; Neuro2A IGF-stimulated pAkt S473 HTRF, 20 min; stronger effect = lower value; activity change, % for hits at 50 µM; 0.32% of 360,000 active; in the data active means activity change below about -80%; inconclusive means mostly about -51% to -80%; further: on the % scale 0 is the no-effect control and ±100 the full control effect
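Single-point screen (50 µM final compound) in Neuro2A cells stimulated 20 min with 6 nM IGF at 37 deg C. After lysis, Ser473-phosphorylated Akt read by HTRF (ex 330 nm, em 615/665 nm) as the 665/615 ratio.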
EPAC2 antag = EPAC2 (human) antagonism. Q8WZA2. EPAC2 GEF exchange of Rap1B-BODIPY-GDP, fluorescence. Potency, µM (doses to about 114 µM), for the others: at the top dose activity, negative = inhibition, most hits filed as inhibitors. 0.18% of 360,000 active. AID 720708; further: potency means the concentration at half of the fitted maximal effect; on the % scale 0 is the no-effect control and ±100 the full control effect; nearly all actives have a fitted effect of over 45% in size; many of its hits are not listed in these tables
PTHR1 ag = agonists of human PTHR1 parathyroid hormone receptor | Potency, µM (series often up to 115 µM), inactives show top-dose activation, most hits filed as activators | Q03431 | AID 743266 | 0.075% of 410,000 active | HEK293 GP2 PTHR1 cells, GloSensor cAMP luminescence, 1 h; further: potency means the concentration at half of the fitted maximal effect; nearly all actives have a fitted effect of over 55% in size; some results filed as inactive show a strong effect at the top dose; inactives centre near -15; many of its hits are not listed in these tables
Target sequence (Q03431 whole entry, looked up): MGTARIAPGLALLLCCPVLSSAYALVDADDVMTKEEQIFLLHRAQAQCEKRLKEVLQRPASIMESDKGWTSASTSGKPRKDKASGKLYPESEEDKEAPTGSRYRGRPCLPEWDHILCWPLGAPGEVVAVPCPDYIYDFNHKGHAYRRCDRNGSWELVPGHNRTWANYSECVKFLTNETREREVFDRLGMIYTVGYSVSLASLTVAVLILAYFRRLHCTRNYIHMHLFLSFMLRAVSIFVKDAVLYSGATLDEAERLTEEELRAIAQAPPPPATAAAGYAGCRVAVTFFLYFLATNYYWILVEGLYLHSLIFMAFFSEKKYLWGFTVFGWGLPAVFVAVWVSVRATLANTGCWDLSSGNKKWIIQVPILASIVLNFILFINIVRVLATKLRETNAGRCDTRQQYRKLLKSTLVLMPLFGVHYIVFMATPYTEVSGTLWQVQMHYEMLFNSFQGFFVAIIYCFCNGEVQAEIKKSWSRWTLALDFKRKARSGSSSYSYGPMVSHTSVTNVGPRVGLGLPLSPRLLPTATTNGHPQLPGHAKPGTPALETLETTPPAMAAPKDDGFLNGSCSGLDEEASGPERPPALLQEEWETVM
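HEK-293-derived GP2 cells expressing PTHR1 and a GloSensor cAMP reporter, 3,000/well, plated overnight, given luciferin plus IBMX (each 0.5 mM as added) for 1 h at 37 °C, then compound for 1 h at 37 °C. Luminescence was read after 15 min at room temperature.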
DRD3 antagonist = blocks the human D3 dopamine receptor; P35462; D3R cells, DiscoveRx beta-arrestin luminescence, antagonist mode; stronger effect = lower value; max response, negative = inhibition, %; 2.5% of 360,000 active; in the data active means max response below about -50%; inconclusive means no clear call, values can overlap the other calls; further: on the % scale 0 is the no-effect control and ±100 the full control effect; mostly tested at two doses, the higher about 12 µM
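Cells expressing the human receptor were seeded at 1500 cells/well, incubated overnight at 37 degrees C in 5% CO2, then exposed to library compounds with dopamine controls for 90 minutes at 37 degrees C before luminescent detection.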
Active calls of the source: *; i = inactive; ? = inconclusive; . = not tested or not shown; [ ] = dose if it differs, or a comment. Unless noted, the call rests on the fitted dose curve; in most records, active means well fitted curve in the direction sought with a large enough effect; inconclusive means small, poorly fitted or top-dose-only effect, or another doubt; inactive means no such curve, though single readings can be large; an effect the other way counts as inactive or inconclusive.

SMILES	CCT modulator	Mm-Cpn inhibitor	EPAC2 agonist	D3 ag	Akt phos inh	EPAC2 antag	PTHR1 ag	DRD3 antagonist
O=C(O)CCCNC(=O)/C(=C\c1ccccc1F)NC(=O)c1ccccc1	0.2	0%	-5%	-7	i	6%	i	8
COc1ccc(-c2sc3cc4c(cc3c2C#CC2(N)CCCCC2)OCO4)cc1	-4.5	?	19%	13	i	-2%	-17%	19
COc1cc(SC)ccc1C(=O)Nc1cccc(S(=O)(=O)NC2=NCCC2)c1	0.5	-3%	7%	12	i	-24%	i	4
COc1ccccc1N(CC(=O)N/N=C/c1ccccc1C(=O)O)S(C)(=O)=O	-1.6	3%	7%	-7	i	4%	?	-24
Fc1ccc(F)c(C2=NNC(=NCC3CCCO3)SC2)c1 (stereo not drawn)	-0.3	0%	4%	5	i	1%	-6%	3
Cc1cc(Cl)ccc1NC(=O)CSc1nnc(-c2ccncc2)n1Cc1ccco1	-0.3	0%	10%	-1	?	-3%	i	4
Cc1ccc(F)cc1NC(=O)COC(=O)COc1ccc(C#N)cc1	-1.9	1%	10%	-14	i	2%	?	-23
Cc1ccc2cc(CCNC(=O)c3ccc(S(=O)(=O)N4CCOCC4)cc3)c(=O)[nH]c2c1	-1.6	-11%	5%	5	i	6%	-15%	7
O=C(COc1ccc(Cl)cc1)Nc1ccc2c(c1)OCO2	0.3	-2%	10%	13	i	-9%	-10%	-9
Cn1cc(S(=O)(=O)N2CCCC(C(=O)O)C2)cn1 (stereo not drawn)	-0.3	0%	2%	0	i	1%	-22%	7
CSC1=NCCN1C(=O)c1ccc2ccccc2c1	-1.4	0%	5%	-9	i	-5%	-18%	1
Cc1ccc(C)c(S(=O)(=O)N2CCCC2CNC(=O)C(=O)NC2CCCC2)c1 (stereo not drawn)	1.0	1%	4%	2	i	-5%	-10%	-15
c1csc(C2C3=C(Nc4ncnn42)c2ccccc2OC3)c1 (stereo not drawn)	-1.2	1%	11%	-6	i	-1%	-14%	0
CN=c1scc(-c2cccs2)n1/N=C/c1ccccc1O	0.3	1%	-1%	3	i	1%	-22%	28
COc1ccc(-c2nc(NC(=O)C3CC(=O)N(c4ccc5c(c4)OCCO5)C3)sc2C)cc1 (stereo not drawn)	-0.6	0%	8%	15	i	9%	-33%[inhibitor]	1

Compound profiles, from the list above. Order of values: CCT modulator, Mm-Cpn inhibitor, EPAC2 agonist, D3 ag, Akt phos inh, EPAC2 antag, PTHR1 ag, DRD3 antagonist
Fc1ccc(F)c(C2=NNC(=NCC3CCCO3)SC2)c1 (stereo not drawn) as listed: -0.3, 0%, 4%, 5, i, 1%, -6%, 3
Cc1ccc2cc(CCNC(=O)c3ccc(S(=O)(=O)N4CCOCC4)cc3)c(=O)[nH]c2c1 as listed: -1.6, -11%, 5%, 5, i, 6%, -15%, 7

Next part:
SMILES	CCT modulator	Mm-Cpn inhibitor	EPAC2 agonist	D3 ag	Akt phos inh	EPAC2 antag	PTHR1 ag	DRD3 antagonist
Cc1ccc(NC2CCCN(C(=O)C3CCCCC3)C2)cc1C (stereo not drawn)	0.4	1%	1%	-17	i	-1%	-3%	-12
Cc1ccc(-c2nnn3c2nc(NCCc2ccc(S(N)(=O)=O)cc2)c2ccccc23)cc1	-0.4	-27%	7%	3	i	19%	-2%	7
COC(=O)c1c(NC2=NS(=O)(=O)c3ccccc32)sc2c1CCC(C(C)(C)C)C2 (stereo not drawn)	-1.8	.	-1%	-5	i	-6%	i	6
Cc1ccc(CNC(=O)COC(=O)c2ccc(S(=O)(=O)N3CCOCC3)cc2)cc1	3.4	-1%	3%	-3	i	0%	i	-15
O=C(O)c1ccccc1C(=O)NCc1cccnc1	-3.2	0%	-13%	0	i	5%	i	0
CCOc1ccc(S(=O)(=O)NCc2ccc3c(c2)OCO3)cc1C(=O)O	-2.3	-1%	9%	-3	i	9%	-10%	-7
CC(=O)Nc1ccc(Nc2nc(-c3sc(NC(C)=O)nc3C)cs2)cc1	-3.0	-5%	2%	10	i	3%	i	5
O=c1c([N+](=O)[O-])c(N2CCOCC2)c2ccccc2n1Cc1ccccc1	-2.0	-1%	4%	5	i	?	-31%[inhibitor]	7
CCOc1ccc(Nc2ncnc3c2nnn3Cc2ccccc2)cc1	1.3	-2%	-11%	-5	i	1%	-22%	19
COc1cccc(CNC(=S)Nc2cc(C)ccc2C)c1	-3.9	0%	13%	-1	i	-3%	-26%	-5
Cn1c(-c2sccc2OCc2ccc(Cl)cc2Cl)n[nH]c1=S	-3.4	-2%	7%	-5	i	-14%	-27%	-1
CN(C)c1ccnc(Oc2ccc(Cl)cc2)c1C#N	0.1	2%	14%	2	i	3%	-19%	21
COc1cc2c(=O)n(Cc3ccccc3)c(=O)n(CC(=O)NCCc3ccccc3)c2cc1OC	1.4	3%	-12%	-1	i	-4%	i	5
CN1/C(=C\C=N\O)C(C)(C)c2ccccc21	-7.4	-1%	6%	2	i	7%	i	-13
N#Cc1c(N)c(C(=O)c2ccccc2)n2ccccc12	1.3	.	12%	6	i	-5%	-1%	12
c1ccc(CCn2nnnc2C(c2cccs2)N2CCN(Cc3ccc4c(c3)OCO4)CC2)cc1 (stereo not drawn)	-2.8	-4%	-3%	-4	i	-6%	-14%	-67*
CCc1cc(C(=O)NNC(=O)CCl)sc1C	-5.3	0%	-5%	-1	i	1%	-8%	-3
CC1CCN(c2c(NCC3CCC(C(=O)N4CCc5ccccc5C4)CC3)c(=O)c2=O)CC1 (stereo not drawn)	-0.4	1%	0%	0	i	2%	-1%	1
COc1ccc(C(=O)NC(C)c2nnc(SCC(=O)Nc3nc4ccccc4s3)n2C)cc1 (stereo not drawn)	-0.9	-2%	-9%	5	i	-3%	i	2
CC(NC(=O)c1cc2sccc2n1C)c1ccc2c(c1)OCCO2 (stereo not drawn)	2.4	-4%	9%	3	i	-1%	-43%[inhibitor]	9
O=C(O)CNC(=O)C1CCCN1C(=O)CNC(=O)OCc1ccccc1 (stereo not drawn)	2.5	1%	-2%	4	i	2%	i	29
O=C(COC(=O)/C=C/c1ccc([N+](=O)[O-])cc1)NC1CCCCC1	2.8	-10%	9%	-2	i	-2%	-23%	-4
Cc1cccc(NCc2nc(SCC(N)=O)n[nH]2)c1	0.6	-5%	9%	0	i	0%	-2%[57.5 µM]	-12
COc1ccccc1CN1CCN(Cc2nc(-c3ccccc3)no2)CC1	1.9	-1%	0%	-3	i	9%	-2%	-16
CN(C)C(=O)c1cc(-c2ccccc2)no1	-0.8	-17%	1%	-10	i	2%	-1%	10
Cc1cc(C)n(C(=O)c2ccc([N+](=O)[O-])cc2[N+](=O)[O-])n1	0.2	-1%	3%	0	i	16%	-6%	4
COc1cccc(-c2nc(CS(=O)CC(=O)NCCc3ccccc3)c(C)o2)c1 (stereo not drawn)	2.7	-1%	3%	5	i	0%	-1%	8
CCOC(=O)C1=CC[C@@H](c2cc(OC)c(OC)c(OC)c2)N(S(=O)(=O)c2ccc(C)cc2)[C@H]1C(=O)OCC	-1.5	2%	10%	11	i	-14%	i	-18
CCOC(=O)N1CCN(C(=O)CN(c2cccc(C)c2)S(=O)(=O)c2ccc(C)cc2)CC1	-0.8	1%	9%	4	i	-3%	-7%[57.5 µM]	-5
CN(C)C(=O)c1ccc(-n2nc(C(F)(F)F)c3c2CCCC3)cc1	-3.4	1%	-8%	-6	i	-1%	-32%[inhibitor][57.5 µM]	7
COC(=O)CSc1nnc(CNC(=O)Cc2ccccc2)n1C	-3.0	0%	6%	4	i	-7%	i	-23

Shown with bars between the fields: 12 of the compounds above.
SMILES | CCT modulator | Mm-Cpn inhibitor | EPAC2 agonist | D3 ag | Akt phos inh | EPAC2 antag | PTHR1 ag | DRD3 antagonist
CCc1cc(C(=O)NNC(=O)CCl)sc1C | -5.3 | 0% | -5% | -1 | i | 1% | -8% | -3
CC1CCN(c2c(NCC3CCC(C(=O)N4CCc5ccccc5C4)CC3)c(=O)c2=O)CC1 (stereo not drawn) | -0.4 | 1% | 0% | 0 | i | 2% | -1% | 1
COc1ccc(C(=O)NC(C)c2nnc(SCC(=O)Nc3nc4ccccc4s3)n2C)cc1 (stereo not drawn) | -0.9 | -2% | -9% | 5 | i | -3% | i | 2
CC(NC(=O)c1cc2sccc2n1C)c1ccc2c(c1)OCCO2 (stereo not drawn) | 2.4 | -4% | 9% | 3 | i | -1% | -43%[inhibitor] | 9
O=C(O)CNC(=O)C1CCCN1C(=O)CNC(=O)OCc1ccccc1 (stereo not drawn) | 2.5 | 1% | -2% | 4 | i | 2% | i | 29
O=C(COC(=O)/C=C/c1ccc([N+](=O)[O-])cc1)NC1CCCCC1 | 2.8 | -10% | 9% | -2 | i | -2% | -23% | -4
Cc1cccc(NCc2nc(SCC(N)=O)n[nH]2)c1 | 0.6 | -5% | 9% | 0 | i | 0% | -2%[57.5 µM] | -12
COc1ccccc1CN1CCN(Cc2nc(-c3ccccc3)no2)CC1 | 1.9 | -1% | 0% | -3 | i | 9% | -2% | -16
CN(C)C(=O)c1cc(-c2ccccc2)no1 | -0.8 | -17% | 1% | -10 | i | 2% | -1% | 10
Cc1cc(C)n(C(=O)c2ccc([N+](=O)[O-])cc2[N+](=O)[O-])n1 | 0.2 | -1% | 3% | 0 | i | 16% | -6% | 4
COc1cccc(-c2nc(CS(=O)CC(=O)NCCc3ccccc3)c(C)o2)c1 (stereo not drawn) | 2.7 | -1% | 3% | 5 | i | 0% | -1% | 8
CCOC(=O)C1=CC[C@@H](c2cc(OC)c(OC)c(OC)c2)N(S(=O)(=O)c2ccc(C)cc2)[C@H]1C(=O)OCC | -1.5 | 2% | 10% | 11 | i | -14% | i | -18

Not all compounds are listed; the hit share may differ from the screen's.
